# Screening results deposited in PubChem by The Scripps Research Institute Molecular Screening Center.
# GPR151 activ = human GPR151 activation; Q8TDV0; PathHunter beta-arrestin GPR151 cells, luminescence; activation, % at 11.2 µM; 1% of 650,000 active; AID 1508602; in the data active = activation above about 4.9%;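 note: 0% = median of compound wells and 100% = cells with positive control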
# TEAD-YAP block = TEAD-YAP interaction inhibition. HEK-TIYL cells, TEAD-Gal4/YAP UAS-luciferase luminescence. inhibition, % at 9.12 µM. 1.4% of 640,000 active. AID 1259422; in the data active = inhibition above about 32%;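 note: 0% = median of test compound wells and 100% = reference inhibitor wells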
# MITF inh = blocks human microphthalmia-associated transcription factor. AlphaScreen MITF homodimerization, bead proximity signal. inhibition, % at 2.6 µM. 0.91% of 650,000 active. AID 1259374; in the data active = inhibition above about 50%;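 note: 0% = vehicle wells with protein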
# FBW7 act = human FBW7 E3 ligase activation, primary screen; Q969H0; AlphaScreen FBW7–phospho-cyclin E peptide binding, activator screen; normalized activity (activation), % at 26.1 µM; 0.13% of 650,000 active; in the data active = normalized activity above about 1.9%;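 note: purified mutant Fbw7 with reduced substrate affinity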
# Target sequence (Q969H0 whole entry, looked up): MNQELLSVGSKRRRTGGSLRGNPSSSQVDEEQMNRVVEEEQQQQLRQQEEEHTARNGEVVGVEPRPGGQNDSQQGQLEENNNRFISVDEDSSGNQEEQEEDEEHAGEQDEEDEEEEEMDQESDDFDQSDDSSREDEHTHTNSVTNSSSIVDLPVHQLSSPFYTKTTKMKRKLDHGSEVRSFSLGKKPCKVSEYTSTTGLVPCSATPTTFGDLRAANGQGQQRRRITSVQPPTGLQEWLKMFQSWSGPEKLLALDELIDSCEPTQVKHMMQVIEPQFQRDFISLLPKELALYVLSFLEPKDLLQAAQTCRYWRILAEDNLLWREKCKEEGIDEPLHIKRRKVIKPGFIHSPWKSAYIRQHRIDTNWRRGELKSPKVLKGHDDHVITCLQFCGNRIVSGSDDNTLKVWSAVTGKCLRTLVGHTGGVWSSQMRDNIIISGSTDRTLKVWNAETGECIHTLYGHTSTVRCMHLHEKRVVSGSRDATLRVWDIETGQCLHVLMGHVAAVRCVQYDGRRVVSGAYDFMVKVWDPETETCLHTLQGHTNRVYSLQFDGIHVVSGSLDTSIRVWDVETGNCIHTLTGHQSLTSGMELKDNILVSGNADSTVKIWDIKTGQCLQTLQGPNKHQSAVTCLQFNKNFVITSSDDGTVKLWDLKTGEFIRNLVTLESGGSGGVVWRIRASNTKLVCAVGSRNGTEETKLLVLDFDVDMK
# Active calls of the source: *; & = joins results of further samples.
(1) CCOc1cc2[nH]c(=S)n(CCCN3CCCC3)c(=O)c2cc1OCC
(2) O=C(c1ccc(C(F)(F)F)cc1)N1CCN=C1SCc1cccnc1
(3) COC(=O)c1cccc(NC(=O)c2ccc(COc3ccc(C)cc3)cc2)c1
(4) CCCOc1ccc(OC(=O)/C=C/c2ccccc2)cc1
(5) C=CCn1c(SCC(=O)O)nc2sc(CC)cc2c1=O
(6) CCN(CC)C(=O)CN(c1ccccc1)S(=O)(=O)c1ccc(C)cc1
(7) CCOC(=O)c1c(C)nc2c(c1C)C(=O)CC(C)(C)C2
(8) COc1ccc(CNC(=O)CSc2nc3cc4c(cc3cc2C#N)OCO4)cc1

screen / no.	1	2	3	4	5	6	7	8
GPR151 activ	0.3	0.4	2.9	-0.5	3.3	6.4*	-2.0	0.5
TEAD-YAP block	-3.5	-5.9	0.6	2.4	0.3	-3.3	-11.3	-2.4
MITF inh	4.7	-8.5	6.8	-2.1	2.9	13.2	18.9	0.7
FBW7 act	0.1	0.0	0.4	0.0	-0.2	0.1	0.2	0.0

(9) Cc1nc(NCCNC(=O)C(C)(C)Oc2ccc(Cl)cc2)cc(N2CCOCC2)n1
(10) COc1cc(C2C(C(N)=O)=C(C)Nc3nc(CCCO)nn32)ccc1OCc1ccccc1 (stereo unspecified)
(11) CC(C)CCn1c(NN)nc2c1c(=O)n(CC(N)=O)c(=O)n2C
(12) Cc1ccc(Cl)cc1N1CCN(CC(=O)N2CCCCC2C)CC1 (stereo unspecified)
(13) C=CCNC(=O)/C(C#N)=C/c1ccccc1OCc1ccc(C(=O)OC)cc1
(14) Cc1ccc(CN2C(=O)C(=O)c3cc(S(=O)(=O)N4CCOCC4)ccc32)cc1
(15) FC(F)(F)c1cccc(CNc2ccnc(Nc3ccc(N4CCOCC4)cc3)n2)c1
(16) COc1cc2nc(CN(C)Cc3ccc(SC)cc3)[nH]c(=O)c2cc1OC

screen / no.	9	10	11	12	13	14	15	16
GPR151 activ	-1.3	1.1	-0.8	1.4	-1.9	-1.0	-2.0&0.8	1.6
TEAD-YAP block	2.4	0.7	0.4	-1.2	-8.8	10.0	64.3*	18.7
MITF inh	16.6	12.5	-6.3	1.2	-8.9	10.3	25.5&17.3	8.9
FBW7 act	0.1	-0.1	-0.1	0.1	-0.1	0.4	0.0&-0.2	-0.1

# Shown with each value named: entries from further up.
(15) FC(F)(F)c1cccc(CNc2ccnc(Nc3ccc(N4CCOCC4)cc3)n2)c1
  GPR151 activ = -2.0&0.8	TEAD-YAP block = 64.3*	MITF inh = 25.5&17.3	FBW7 act = 0.0&-0.2

(13) C=CCNC(=O)/C(C#N)=C/c1ccccc1OCc1ccc(C(=O)OC)cc1
  GPR151 activ = -1.9	TEAD-YAP block = -8.8	MITF inh = -8.9	FBW7 act = -0.1

(12) Cc1ccc(Cl)cc1N1CCN(CC(=O)N2CCCCC2C)CC1 (stereo unspecified)
  GPR151 activ = 1.4	TEAD-YAP block = -1.2	MITF inh = 1.2	FBW7 act = 0.1

(14) Cc1ccc(CN2C(=O)C(=O)c3cc(S(=O)(=O)N4CCOCC4)ccc32)cc1
  GPR151 activ = -1.0	TEAD-YAP block = 10.0	MITF inh = 10.3	FBW7 act = 0.4

# Continuation.
(17) CCOCCCNC(=O)c1cccnc1SCc1ccccc1F
(18) CC(C)N(CCNc1cc(NCCCN2CCCC2=O)nc(N)n1)C(C)C
(19) CCC1=NN2C(=N)/C(=C\c3cccc(OCCOc4cc(C)ccc4C)c3)C(=O)N=C2S1
(20) CCOC(=O)C1=C(C)N2CCCN=C2S1
(21) O=C(NC1CCCC1)c1cccc(NS(=O)(=O)c2ccc(Cl)cc2)c1
(22) COc1ccc(N2CC(=O)Nc3ccccc3S2(=O)=O)cc1
(23) CC(NC(=O)/C=C/c1ccc2c(c1)OCO2)c1ccc(F)cc1 (stereo unspecified)
(24) CCC(=O)Nc1cccc(-n2c(C)nc3ccccc3c2=O)c1

screen / no.	17	18	19	20	21	22	23	24
GPR151 activ	1.7	-0.6	-1.4	-0.4	-1.6	1.5	0.2	0.1
TEAD-YAP block	6.5	7.2	-56.5	-6.7	4.7	-10.1	-7.8	6.4
MITF inh	10.9	-7.0	62.8*	-0.8	15.9	12.2	-4.6	-6.5
FBW7 act	-0.1	0.1	-0.1	-0.1	0.2	0.0	0.0	-0.1

(25) CC(=O)Nc1ccc(NC(=O)[C@@H](NC(=O)c2cccc(C)c2)C(C)C)cc1
(26) COc1cc(OC)cc(C(=O)Nc2cc(C(=O)NCCS(=O)Cc3ccccc3)ccc2N2CC3CC(C2)c2cccc(=O)n2C3)c1 (stereo unspecified)
(27) C#CCOc1ccc(C2C3=C(CCCC3=O)N(CCC(=O)O)C3=C2C(=O)CCC3)cc1
(28) O=c1cc(-c2cccc(F)c2)oc2ccc(Cl)cc12
(29) COc1cc(Nc2cc(-c3c(C)nn(C)c3C)nc(N)n2)cc(OC)c1OC
(30) CN1CCN(c2cc(N3CCOCC3)c3c4c(onc24)-c2ccccc2C3=O)CC1
(31) Cc1ccc(C(=O)Nc2cccnc2)cc1
(32) CCOc1cc(/C=C(\C#N)c2nn(CCO)c(N)c2C#N)cc(I)c1OC

screen / no.	25	26	27	28	29	30	31	32
GPR151 activ	-2.6	0.3	0.1	-0.4	-1.0	-0.9	-5.5	1.3
TEAD-YAP block	-1.4	-12.6	2.5	-5.9	-7.1	4.3	-38.6	-4.8
MITF inh	2.5	-7.2	20.3	-7.9	-10.4	17.9	-5.8	0.5
FBW7 act	0.4	-0.1	0.5	0.0	0.1	-0.3	-0.1	0.0

(33) COC(=O)c1cc(-c2ccc(/C=C3\C(=O)NC(=O)C(C#N)=C3C)o2)ccc1Cl
(34) COc1cccc(NC(=O)Cn2c(SCC(=O)N3CCOCC3)nc3ccccc32)c1
(35) COc1ccccc1CNC(=O)Nc1noc2c1COc1ccccc1-2
(36) CCOC(=O)C1(S(=O)(=O)c2ccc(Cl)cc2)CCN(Cc2ccccc2)CC1
(37) CC1=C(C(=O)OCc2ccccc2)C(c2ccccc2[N+](=O)[O-])n2ncnc2N1 (stereo unspecified)
(38) Cn1ccnc1CN1CCN(c2nc3nonc3nc2NC2CCCC2)CC1
(39) COc1ccc(C(=O)Nc2ccc(S(=O)(=O)NC3CCCCC3)cc2)cc1OC
(40) O=C(c1cnccn1)N1CCCC(c2nc3sc4c(c3c(=O)[nH]2)CCCC4)C1 (stereo unspecified)

screen / no.	33	34	35	36	37	38	39	40
GPR151 activ	-0.8	-1.0	2.1	-0.6	-0.4	1.6	-0.8	0.2
TEAD-YAP block	-0.2	14.4	-8.5	2.9	2.0	-6.6	-11.5	-28.5
MITF inh	18.4	-3.0	8.4	-7.7	9.3	-1.7	13.2	12.5
FBW7 act	-0.3	0.3	-0.1	-0.2	-0.2	-0.2	1.0	0.4

(41) CC(NC(=O)Cc1c(F)cccc1Cl)c1nc(-c2cccnc2)n[nH]1 (stereo unspecified)
(42) CC1CCCC(NC(=O)C2(C)CCC(=O)N2CCc2ccccc2)C1C (stereo unspecified)
(43) O=C(Cn1c(=O)oc2cc(S(=O)(=O)N3CCCC3)ccc21)NCc1cccs1
(44) O=S(=O)(NC1CCCCC1NCc1ccco1)c1ccc(Cl)cc1 (stereo unspecified)
(45) O=C(CSc1nnc(Cc2ccccc2)n1Cc1ccco1)N1CCCCC1
(46) CN1C(=O)c2ccc(NC(=O)c3ccc(-c4cccc([N+](=O)[O-])c4)o3)cc2C1=O
(47) Cc1c(C(=O)O)oc2ccc(S(=O)(=O)NCCc3ccccc3)cc12
(48) CCCc1c(C(=O)N[C@H]2C[C@H]3C(=O)N[C@H](CO)C(=O)N3C2)cnn1-c1ccccc1

screen / no.	41	42	43	44	45	46	47	48
GPR151 activ	1.8	0.4	-0.3	2.0	-0.7	1.9	-0.2	-1.4
TEAD-YAP block	-0.4	-6.0	9.1	0.7	7.5	-6.1	-0.1	12.9
MITF inh	-2.3	-9.1	3.5	11.1	3.5	2.5	1.2	11.1
FBW7 act	-0.1	-0.1	-0.2	-0.2	-0.1	0.7	0.0	1.0

(49) COCCNC(=O)COC(=O)c1cc(-c2ccco2)nc2ccccc12
(50) CCN(CC)C/C=C/OC(=O)c1ccc(O)cc1O
(51) CC(=O)NCC(c1ccco1)S(=O)(=O)c1ccccc1 (stereo unspecified)
(52) COc1cccc(C=Nc2ccc(Cl)c(S(=O)(=O)N(C)C)c2)c1OC
(53) Cc1ccc(S(=O)(=O)CCC(=O)Nc2ccc(C)cc2Cl)cc1
(54) COc1ccccc1NC(=O)C1=C(C)Nc2nc(CCCO)nn2C1c1ccccc1F (stereo unspecified)
(55) CCC1CN(CC(=O)NCc2cc(F)ccc2C)Cc2cc(OC)ccc2O1 (stereo unspecified)
(56) CC(NC(=O)/C(C#N)=C/c1c[nH]c2ccccc12)c1ccccc1 (stereo unspecified)

screen / no.	49	50	51	52	53	54	55	56
GPR151 activ	1.1	0.0	2.8	1.4	0.5	0.8	0.9	0.3
TEAD-YAP block	2.0	0.7	0.4	3.6	-1.3	-2.6	-5.2	-12.5
MITF inh	72.3*	9.7	14.6	8.8	0.9	-6.7	14.6	1.2
FBW7 act	-0.4	0.1	0.1	-0.1	-0.1	0.0	0.5	-0.2

# Brought forward from above: two compounds, followed by the next part.
(55) CCC1CN(CC(=O)NCc2cc(F)ccc2C)Cc2cc(OC)ccc2O1 (stereo unspecified)
(56) CC(NC(=O)/C(C#N)=C/c1c[nH]c2ccccc12)c1ccccc1 (stereo unspecified)
(57) CCOC(=O)N1CCN(C2CC(=O)N(c3ccc(OC)cc3)C2=O)CC1 (stereo unspecified)
(58) CCC[C@@H]1NC(=O)[C@H]2CN(Cc3ccccc3C)CCN2C1=O
(59) O=C(CSc1nnnn1-c1ccccc1F)Nc1nc2c(s1)CCCC2
(60) CCn1c(CN2CCCCCC2)n[nH]c1=S
(61) O=C(Nc1c2c(nn1-c1ccccc1)CSC2)c1cc(Cl)ccc1Cl
(62) Cn1c(/C(C#N)=C2/CCCCCN2)nc2ccccc21
(63) CCCCN(C)CCNC(=O)Cn1ncc2c1-c1cc(C)ccc1OC2
(64) COc1ccc(-n2c(=O)cc(N3CCN(c4ccc(F)cc4)CC3)[nH]c2=O)cc1

screen / no.	55	56	57	58	59	60	61	62	63	64
GPR151 activ	0.9	0.3	-2.2	-0.7	-1.1	-0.1	0.9	-0.6	0.4	-0.6
TEAD-YAP block	-5.2	-12.5	-4.8	8.8	1.4	1.9	-0.5	3.1	3.0	-6.1
MITF inh	14.6	1.2	-5.4	6.0	10.0	13.0	-16.5	-8.8	2.0	-5.7
FBW7 act	0.5	-0.2	0.5	-0.2	0.1	0.2	0.1	-0.2	0.0	0.1

(65) Cc1cccc(N2CCN(C(=O)c3ccc4c(c3)NC(=O)C(CSCc3ccc(F)cc3)N4)CC2C)c1 (stereo unspecified)
(66) Cc1csc(SCc2cc(=O)c(OC(=O)c3ccc(Cl)c([N+](=O)[O-])c3)co2)n1
(67) COc1ccccc1-n1c(=S)[nH]c2c(sc(=S)n2-c2ccccc2)c1=O
(68) COc1ccc(C(=O)Nc2cccc(NC(=O)c3cccs3)c2)cc1[N+](=O)[O-]
(69) COc1ccc2c(c1)-c1c(sn(-c3ccc(OC)c(OC)c3)c1=S)C(C)(C)N2
(70) O=C(c1cccc2cccnc12)N1CCCC(c2[nH]ncc2-c2ccncc2)C1 (stereo unspecified)
(71) Cc1ccc(C2CC(C(F)(F)F)n3nc(C(=O)Nc4c(Cl)cccc4Cl)cc3N2)cc1 (stereo unspecified)
(72) CC(C)c1ccc(NC(=O)c2ccc(F)c(S(=O)(=O)NCCc3ccccc3)c2)cc1

screen / no.	65	66	67	68	69	70	71	72
GPR151 activ	0.3	-0.3	0.1	0.1	0.0	-0.1	1.6	0.8
TEAD-YAP block	0.4	4.2	5.4	5.8	-17.1	15.4	6.8	2.5
MITF inh	11.7	-3.4	0.9	-5.2	0.9	7.5	-13.3	14.0
FBW7 act	0.0	-0.1	0.1	0.0	-0.3	0.1	0.1	0.0

# An excerpt of these results, with values under each structure.
# Each structure is followed by: GPR151 activ | TEAD-YAP block | MITF inh | FBW7 act
66	Cc1csc(SCc2cc(=O)c(OC(=O)c3ccc(Cl)c([N+](=O)[O-])c3)co2)n1
  -0.3 | 4.2 | -3.4 | -0.1
67	COc1ccccc1-n1c(=S)[nH]c2c(sc(=S)n2-c2ccccc2)c1=O
  0.1 | 5.4 | 0.9 | 0.1
68	COc1ccc(C(=O)Nc2cccc(NC(=O)c3cccs3)c2)cc1[N+](=O)[O-]
  0.1 | 5.8 | -5.2 | 0.0
69	COc1ccc2c(c1)-c1c(sn(-c3ccc(OC)c(OC)c3)c1=S)C(C)(C)N2
  0.0 | -17.1 | 0.9 | -0.3

# Further results:
(73) COCCCNC(=O)c1ccc2c(=O)n(Cc3ccccc3OC)c(=S)[nH]c2c1
(74) CC(C)[C@@H]1CC[C@@H](C)C[C@H]1O
(75) CCOc1ccc2[nH]cc(NC(=O)NCC3CCCO3)c(=O)c2n1 (stereo unspecified)
(76) CCOCCCNC(=O)C(NC(=O)c1ccccc1O)c1ccc(OC)cc1 (stereo unspecified)
(77) O=C(Nc1cccc(Cl)c1)c1cccc(C(=O)Nc2cccc(Cl)c2)n1

screen / no.	73	74	75	76	77
GPR151 activ	-1.0	0.0&3.9	0.0	1.1	0.4
TEAD-YAP block	8.4	-1.4&-1.0	3.9	12.5	0.9
MITF inh	-1.1	-4.5&-8.2	11.5	0.5	-8.2
FBW7 act	-0.1	0.2&-0.1	0.3	0.0	0.0
